PfHsp40 yeast: compounds rescuing yeast from Plasmodium falciparum HSP40 toxicity; growth rescue, % at 12.5 µM; 0.68% of 340,000 active; S. cerevisiae expressing PfHsp40, growth rescue, ATP luminescence; in the data active means growth rescue above about 28%, passing the limit was not always enough;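 further: yeast W303a lacking pdr1 and pdr3 grown in galactose medium; growth measured after three days at 30 °C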
3CLpro inhibitor: SARS-CoV 3CLpro protease inhibition | P0C6X7 | recombinant SARS-CoV 3CLpro, quenched FRET peptide cleavage | inhibition, % at 6 µM | 0.14% of 290,000 active | AID 1706; in the data active means inhibition above about 12%
Anthrax LF prot: inhibitors of Bacillus anthracis lethal factor protease | P15917 | multiplex microsphere protease cleavage assay, LF | inhibition, % at 10 µM | 0.12% of 360,000 active | AID 588501; in the data active means inhibition above about 30%; further: plate controls were buffer without enzyme for full effect and enzyme alone for no effect
Rv3671c protease: inhibits the M. tuberculosis serine protease Rv3671c | inhibition, % at 5.96 µM | 0.048% of 320,000 active; in the data active means inhibition above about 38%;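 further: extracellular domain of Rv3671c used as enzyme; 0% = enzyme with DMSO and 100% = no enzyme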
Target sequence (P9WHR9 whole entry, looked up, the tested form may be a part): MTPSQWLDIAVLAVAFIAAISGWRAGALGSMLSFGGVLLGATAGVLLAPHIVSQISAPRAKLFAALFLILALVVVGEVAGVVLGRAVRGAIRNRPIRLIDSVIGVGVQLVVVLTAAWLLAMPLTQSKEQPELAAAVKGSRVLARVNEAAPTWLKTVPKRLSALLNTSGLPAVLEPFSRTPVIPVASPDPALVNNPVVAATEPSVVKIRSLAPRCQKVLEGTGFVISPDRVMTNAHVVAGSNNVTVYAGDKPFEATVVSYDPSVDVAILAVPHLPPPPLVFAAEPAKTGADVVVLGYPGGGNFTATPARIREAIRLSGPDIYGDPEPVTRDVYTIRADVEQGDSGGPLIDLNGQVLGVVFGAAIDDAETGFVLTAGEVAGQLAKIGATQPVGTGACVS
TcdB GH inh: TcdB glycohydrolase inhibition; 0.24% of 350,000 active; TcdB glycohydrolase enzymatic assay, plate reader; P18177; inhibition, % at 9.99 µM; in the data active means inhibition above about 10%
BH1578 lux ind: induces V. cholerae light production without autoinducers. V. cholerae BH1578 lux reporter, luminescence, 6 h. activation, % at 18.7 µM. 0.16% of 350,000 active; in the data active means activation mostly above about 9.7%, no sharp cut-off; further: not every result past the cut was called active; inactives centre near 0; reference of the scale not given here
MazF activator: MazEF (E. coli) toxin RNase activation; FAM/BHQ RNA-DNA oligo cleavage fluorescence, 5 h; activation, % at 20 µM; 0.32% of 350,000 active; AID 504720; in the data active means activation above about 50%
Target sequence (P0AE70 whole entry, looked up): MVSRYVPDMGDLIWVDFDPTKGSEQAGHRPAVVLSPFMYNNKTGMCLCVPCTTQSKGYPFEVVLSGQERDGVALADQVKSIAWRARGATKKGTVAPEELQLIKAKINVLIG
PriA SSB inh: K. pneumoniae PriA-SSBct interaction inhibition. inhibition, % at 33 µM. 0.6% of 430,000 active. AlphaScreen SSBct-PriA binding, biotinylated peptide; in the data active means inhibition mostly above about 37%, no sharp cut-off; inactive means mostly below about 20%;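 further: plate controls were negative control peptide for no effect and reference peptide for full effect; strong numbers were not always called active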
DUSP3 inh: blocks human VHR1 dual specificity phosphatase | P51452 | recombinant VHR phosphatase, pNPP absorbance | inhibition, % at 13.3 µM | 0.52% of 290,000 active | AID 1654; in the data active means inhibition above about 50%; further: some compounds called inactive have numbers as strong as hits
Target sequence (P51452 whole entry, looked up): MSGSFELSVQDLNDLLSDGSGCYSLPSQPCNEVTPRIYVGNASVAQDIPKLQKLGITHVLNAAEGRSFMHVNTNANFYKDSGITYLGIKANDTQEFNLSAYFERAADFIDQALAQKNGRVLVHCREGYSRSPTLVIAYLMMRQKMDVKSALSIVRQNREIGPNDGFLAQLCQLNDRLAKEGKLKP
Y pestis TopoI: blocks Yersinia pestis topoisomerase I activity; Y. pestis Topo-I cleavage product accumulation, plate reader; activity, % at 10 µM; 0.064% of 360,000 active; AID 504884; in the data active means activity above about 50%, passing the limit was not always enough; further: inactives centre near 2
Starred values were filed as active, the others as inactive; i = inactive; · = no result given; & = joins results of further samples. Not all compounds are listed; count on the stated rates, not on these rows.

Values run as follows: MazF activator	PfHsp40 yeast	BH1578 lux ind	TcdB GH inh	PriA SSB inh	Anthrax LF prot	3CLpro inhibitor	DUSP3 inh	Y pestis TopoI	Rv3671c protease
- CCOP(=O)(OCC)c1nc(-c2ccc(OC)cc2)oc1N1CCOCC1
 : 14.6	0.8	-0.3	-1.7	-10.4	-4.6	-1.1	15.2	-0.4	5.1
- COC(=O)c1ccc(CN2CCCC(C(=O)Nc3cccc(-n4cnnn4)c3)C2)cc1 (stereo unspecified)
 : 1.2	-0.5	0.6	1.6	-6.3	-4.6	-1.8	7.4	9.9	-2.1
- Cc1cc(C)c(C)c(S(=O)(=O)N2CCC(C(=O)N3CCN(c4ccc(F)cc4)CC3)CC2)c1C
 : -2.6	2.6	1.6	2.3	2.2	-4.3	·	·	16.1	·
- CCN(CC)C(=O)C(C)N1c2cccc3cccc(c23)S1(=O)=O (stereo unspecified)
 : 7.8	·	0.9	-9.5	·	6.0	·	·	10.3	·
- Cc1cccc(C(=O)N2CCN(Cc3ccc4c(c3)OCO4)CC2)c1
 : -0.7	-0.5	-0.2	-1.1	-4.4	1.5	-1.4	-12.0	11.9	-2.2
- Cc1ccc(C)c(S(=O)(=O)NCCOC(=O)Nc2sc(=S)n(C)c2C)c1
 : 2.5	-0.7	-0.3	3.4	10.7	-2.2	1.5	-5.8	4.7	-5.5
- C=CCOc1ccccc1CNCc1cccnc1
 : -2.8	0.3	i	·	-6.7	-3.4	6.5	0.0	-4.3	0.1
- CN(c1ccccc1)S(=O)(=O)c1cccc(C(=O)N2CCN(c3ccccn3)CC2)c1
 : -7.7	0.3	·	·	-15.9	-2.0	2.5	17.2	15.6	0.1
- CCC(=O)Nc1ccc2c(c1)C(=O)N(C)C2=O
 : 9.7	0.5	·	·	-9.2	1.9	-3.4	18.1	5.0	10.5
- C[C@]12CC[C@H](O)C[C@@H]1CC[C@H]1[C@H]3CCC(=O)[C@@]3(C)CC[C@@H]12
 : 7.8	·	-5.3	-1.8	·	2.8	·	·	0.1	·
- Cn1ccnc1SCC(=O)Nc1nc2c(F)c(F)c(F)cc2s1
 : 6.1	-0.6	0.5	1.7	-4.6	-3.7	-1.1	21.9	-13.0	-8.8
- NS(=O)(=O)c1ccc(NC(=S)NC(=O)C2CCCCC2)cc1
 : -1.1	-1.1	i	1.2	6.0	-0.6	2.5	23.4	-11.6	-5.0
- C=CC(=O)N=c1sc2ccccc2n1-c1ccccc1
 : -12.1	6.5	-0.3	0.8	2.6	6.5	5.5	27.2	6.4	5.2
- Cc1cccc(NC(=O)C2CCCN2S(=O)(=O)c2ccc3c(c2)n(C)c(=O)c(=O)n3C)c1 (stereo unspecified)
 : 4.3	-1.1	-0.2	0.1	-5.8	-2.4	2.4	7.6	-7.6	-7.8
- CCCN1CCC(N2CCCC(C(=O)O)C2)CC1 (stereo unspecified)
 : 9.1	-0.4	-0.3	0.3	-7.5	2.1	-4.8	12.4	11.6	4.6
- CN(C)CCNC(=O)c1cc(Br)ccc1Cl
 : 1.5	0.0	-0.2	1.2	3.5	-0.1	5.7	21.3	0.7	1.6
- COc1ccc(CCNC(=O)CN2C(=O)NC3(CCCCC3)C2=O)cc1
 : 2.3	1.1	i	2.1	-6.8	-2.2	·	·	-2.0	1.4
- Cc1nn2c(-c3ccncc3)ccnc2c1Br
 : -1.4	0.2	1.3	1.7	-6.8	1.4	1.6	2.2	-9.8	-0.1
- CC(=O)c1ccc(N2CCN(CCC#N)CC2)c(F)c1
 : -4.8	-1.5	i	·	-3.7	-3.9	0.6	-2.4	5.3	4.1
- O=C(COc1cccc2c1CCNC2=O)NC1CCCCC1
 : 7.1	1.1	-0.1	-2.8	-4.2	·	·	·	1.6	-1.9

Looked up by structure from the list above, three records:
Values run as follows: MazF activator	PfHsp40 yeast	BH1578 lux ind	TcdB GH inh	PriA SSB inh	Anthrax LF prot	3CLpro inhibitor	DUSP3 inh	Y pestis TopoI	Rv3671c protease
- C=CCOc1ccccc1CNCc1cccnc1
 : -2.8	0.3	i	·	-6.7	-3.4	6.5	0.0	-4.3	0.1
- Cc1ccc(C)c(S(=O)(=O)NCCOC(=O)Nc2sc(=S)n(C)c2C)c1
 : 2.5	-0.7	-0.3	3.4	10.7	-2.2	1.5	-5.8	4.7	-5.5
- C=CC(=O)N=c1sc2ccccc2n1-c1ccccc1
 : -12.1	6.5	-0.3	0.8	2.6	6.5	5.5	27.2	6.4	5.2

More results.
Values run as follows: MazF activator	PfHsp40 yeast	BH1578 lux ind	TcdB GH inh	PriA SSB inh	Anthrax LF prot	3CLpro inhibitor	DUSP3 inh	Y pestis TopoI	Rv3671c protease
- CCOc1ccc(S(=O)(=O)Nc2cccc(C(=O)N3CCN(c4ccccc4O)CC3)c2)cc1
 : 5.3	-0.5	-1.3	1.6	0.6	-10.2	·	·	12.4	-11.2
- O=C(Cc1cccs1)NNC(=S)NC(=O)c1ccccc1
 : 1.1	8.8	-0.3	4.5	-4.4	1.7	-2.7	-11.0	0.2	3.7
- Cc1ccc(C(=O)OCC(=O)NN2C(=O)NC3(CCC(C)CC3)C2=O)cc1 (stereo unspecified)
 : -3.1	-1.6	i	3.0	-8.5	-0.3	·	·	-2.9	3.9
- Cc1ccc(NC(=S)N2CCCC2)cc1C
 : -0.5	0.7	-0.1	1.1	11.3	2.2	-3.5	-11.6	-6.8	·
- COc1cccc(C(=O)Nc2nc(SCc3ccc(Cl)cc3)n[nH]2)c1
 : -3.1	-0.3	i	-0.9	0.2	·	-1.1	-6.7	29.7	11.2
- O=C1CC(C(=O)NC2CCCCC2)C2(CCCCC2)O1 (stereo unspecified)
 : 3.3	0.3	-0.6	0.8	-8.8	-2.5	0.4	30.7	4.6	4.9
- O=C(O)c1ccccn1
 : 8.2	-1.4	-0.3	0.0	55.3	3.1	·	·	-5.2	1.3
- O=C(NCc1cccnc1)/C(=C/c1ccc(-c2ccc(Cl)cc2)o1)S(=O)(=O)c1ccccc1
 : -4.8	-0.7	-0.5	3.7	11.9	-4.0	2.1	32.7	4.9	-14.8
- NC(=O)c1ccc(CSc2nc3ccccc3s2)cc1
 : 2.9	-0.7	-0.7	0.5	-10.6	0.7	-0.2	-23.3	-0.9	3.2
- Cc1cc(=O)oc2cc(NC(=O)c3cccc(S(C)(=O)=O)c3)ccc12
 : -7.2	-1.1	-0.4	-0.7	-6.9	-0.9	-0.3	-19.2	-1.9	-8.9
- O=C(Nc1cnn(Cc2ccc(Cl)cc2Cl)c1)c1cc(-c2cccs2)on1
 : -24.9	0.1	0.4	·	-19.7	0.9	-5.6	23.2	2.2	-11.4
- CCOC(=O)C1CCCN(S(=O)(=O)c2cc(OCC(=O)NC3CCCCC3)c(C)cc2Cl)C1 (stereo unspecified)
 : 0.4	2.2	-0.3	·	6.5	·	-4.5	19.4	10.2	-5.8
- CCOc1ccccc1C1CC(=O)Nc2c1c(=O)n(C)c(=O)n2C (stereo unspecified)
 : 10.2	-0.6	-0.3	0.8	3.1	7.9	-1.5	-14.3	1.6	4.9
- O=C(NC(=S)NCCN1CCOCC1)c1cccc(Cl)c1
 : -3.2	0.5	i	·	-24.1	0.9	-3.6	20.0	-14.9	2.0
- CCN(CC)CCn1c2ccccc2c2nc3ccccc3nc21
 : 5.0	-1.1	0.4	1.2	-11.8	-4.6	-4.0	4.9	-7.0	-2.2
- O=C(CN(C1CCCCC1)S(=O)(=O)c1ccc(F)cc1)NCc1ccncc1
 : 1.7	0.6	i	·	4.3	-0.1	-1.6	8.2	-2.0	-0.7
- O=C(C1CCCN(S(=O)(=O)Cc2ccccc2)C1)N1CCC(Cc2ccccc2)CC1 (stereo unspecified)
 : -6.8	9.4	i	·	2.2	-1.8	2.2	19.6	1.1	-9.9
- CCCCNC(=O)C1(C)CCN1Cc1ccc(C#N)cc1 (stereo unspecified)
 : ·	·	1.2	0.3	·	2.8	·	·	-5.4	·
- Cc1csc(=Nc2c(C)n(C)n(-c3ccccc3)c2=O)n1Cc1ccccc1
 : -0.7&2.2	-0.8&-2.1	-5.6	-27.2	7.5&14.0	6.1&5.5	-0.6	8.1	3.8&11.0	6.6
- COc1ccc(CN2CCN(S(=O)(=O)c3ccc(NC(C)=O)cc3)CC2)cc1OC
 : 2.8	0.0	i	·	1.6	-6.6	-0.6	13.6	0.6	12.9
- c1ccc2c(c1)ccc1ncccc12
 : 0.5	-0.9	i	-2.7	-12.6	0.5	1.9	22.7	-6.4	-1.9
- COc1cc(OC)cc(OC(=O)C2CCN(C3=NS(=O)(=O)c4ccccc43)CC2)c1
 : -1.5	-0.4	i	0.8	3.9	-5.2	·	·	17.8	-3.7
- COc1ccc(C(=O)N2CCN(S(=O)(=O)c3cc(Cl)ccc3OC)CC2)cc1
 : -2.2	1.9	i	·	-2.4	-5.6	-7.7	2.4	13.5	7.0
- Cc1ccccc1-n1nc2c(c1NC(=O)c1ccco1)CS(=O)(=O)C2
 : 4.3	1.1	-0.3	0.6	-5.1	-2.8	-9.6	18.4	5.0	-4.5
- CCCCNC(=S)Nc1ccccc1Cc1ccccc1
 : 3.5	3.1	-2.9	1.1	6.1	-4.2	5.6	-12.2	8.3	-8.4
- COC(=O)[C@@H](NCc1cccc(CN[C@H](C(=O)OC)c2ccccc2)c1)c1ccccc1
 : 2.6	-0.7	-0.1	1.1	-15.1	-5.5	4.3	1.1	30.8	-1.1
- O=C(OCC(=O)N1N=C(c2ccc(Cl)cc2)CC1c1ccco1)c1ccco1 (stereo unspecified)
 : -2.0	1.3	-0.6	0.1	3.7	1.6	3.4	13.9	-4.3	0.0
- COc1ccc(S(=O)(=O)N2CCOC23CCN(S(=O)(=O)c2cc(C)ccc2OC)CC3)cc1
 : 38.5	1.2	-6.2	2.8	0.4	5.6	·	·	-0.2	-8.3
- O=C(NNS(=O)(=O)c1ccccc1F)c1sccc1-n1cccc1
 : 0.6	-0.9	1.1	-0.4	-1.2	-12.7	-2.9	25.6	1.2	-2.7
- CCC(C)Sc1nc2c(c(=O)[nH]c(=O)n2C)n1CCc1ccccc1 (stereo unspecified)
 : 3.4	0.1	i	·	-9.6	-1.8	7.5	4.4	35.3	4.5
- Fc1ccccc1OCCn1c(=S)[nH]c2ccccc21
 : -1.7	1.5	0.0	2.8	-1.9	-2.5	0.8	29.3	2.7	-10.9
- Cc1noc(C)c1COc1ccccc1C(=O)N1CCN(S(=O)(=O)c2ccc(C(C)C)cc2)CC1
 : -5.3	·	0.1	1.9	·	0.1	·	·	21.1	·
- O=S(=O)(c1ccc(S(=O)(=O)N2CCN(C/C=C/c3ccccc3)CC2)cc1)N1CCCC1
 : 6.8	0.5	-0.1	·	-10.4	4.9	-0.1	-1.9	7.6	0.6
- O=C(NNC(=O)c1ccc(S(=O)(=O)N2CCCCC2)cc1)c1ccccc1
 : -2.3	-0.1	-0.3	0.5	-10.5	5.5	5.6	6.9	3.7	-6.7
- CC(C)=CC(=O)N1CCC(N2CCC(C(=O)NCC3CCCO3)CC2)CC1 (stereo unspecified)
 : 2.6	-2.3	-0.4	0.3	-10.3	-2.3	2.6	39.5	5.4	0.3
- COc1ccccc1NC(=S)NCCc1ccc(F)cc1
 : 1.1	0.9	-0.3	0.4	-0.8	-7.5	5.6	-3.2	-9.0	-1.6
- COCC(=O)N1CCC(Oc2cccc(C(=O)NCc3ccccn3)c2)CC1
 : 6.1	3.1	i	1.0	-5.0	2.0	0.5	-25.6	3.4	-1.4
- O=C(NCc1ccccc1)c1cnc2n(c1=O)CCS2
 : -11.4	0.4	i	·	-16.6	0.1	-5.2	-0.2	-6.5	0.9
- CCC1(CC)Cc2ccccc2C(N)=C1C#N
 : 7.4	-0.6	-3.1	·	22.9	-2.2	0.0	-13.9	1.5	5.0
- CCn1nc(C)c(NC(=O)c2ccc(Cl)cc2)c1C
 : 1.0	-2.3	i	-2.1	-4.5	-1.7	-0.8	-2.7	7.5	5.5
- Cc1oc(-c2ccccc2Cl)nc1CS(=O)CC(=O)NCc1cccs1 (stereo unspecified)
 : 9.9	0.3	-0.6	5.1	4.5	-5.2	-4.1	17.0	20.8	3.5

Screening results from PubChem BioAssay.
